Screening results deposited in PubChem BioAssay by several laboratories.
GPR55 activation: GPR55 agonists via beta-arrestin recruitment, primary screen, imaging, U2OS cells, beta-arrestin-GFP redistribution (AID 1961); U2OS GPR55 beta-arrestin-GFP redistribution imaging; higher % means a stronger effect; actives 0.048% (n = 290,000); activation, % at 10 µM; hits with a dose series show EC50 in µM;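 active = activation above 40% with more than 50 cells counted in the well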;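 note: U2OS osteosarcoma cells stably expressing GPR55 and beta-arrestin-GFP; plate controls were DMSO negative control for no effect and LPI positive control for full effect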
Yfh1-off respiration: enhancers of respiration in Yfh1-depleted yeast, dose response, Friedreich's ataxia, plus single-dose screen (AID 1465). S. cerevisiae Yfh1-off respiration, WST-1 reduction, 72 h; higher fold induction means a stronger effect. actives 0.074% (n = 220,000). fold induction at 50 µM, or EC50 in µM where a hit was titrated;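 active = fold induction of absorbance versus untreated yeast above a set limit, then at least 30% activation at any dose in follow-up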;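 note: activators that raise dye reduction in frataxin-depleted yeast; strong numbers were not always called active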
KOR beta-arrestin-1: KOR agonists, beta-arrestin recruitment, primary screen, cell-based, luminescence, uHTS (AID 1777) | Kappa-type opioid receptor (Homo sapiens) | KOR beta-arrestin recruitment, luminescence; higher % means a stronger effect | activation, % at 10 µM; hits with a dose series show EC50 in µM | actives 0.02% (n = 280,000); in the data active = activation above about 50%, passing the limit was not always enough; note: a part of the inactive calls stands beside numbers as strong as those of hits
NTR1 agonist: agonists of NTR1, primary screen, imaging, U2OS cells, beta-arrestin-GFP, high content (AID 493036) | NTR1-U2OS beta-arrestin-GFP spot imaging, agonist mode | actives 0.17% (n = 330,000) | activation, % at 20 µM;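 active = activation at or above 40% of the spot to cytoplasm intensity ratio, with at least 20 cells analyzed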;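 note: 0% = DMSO without peptide and 100% = 100 nM NTR1 peptide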
Target sequence (P30989 whole entry, looked up): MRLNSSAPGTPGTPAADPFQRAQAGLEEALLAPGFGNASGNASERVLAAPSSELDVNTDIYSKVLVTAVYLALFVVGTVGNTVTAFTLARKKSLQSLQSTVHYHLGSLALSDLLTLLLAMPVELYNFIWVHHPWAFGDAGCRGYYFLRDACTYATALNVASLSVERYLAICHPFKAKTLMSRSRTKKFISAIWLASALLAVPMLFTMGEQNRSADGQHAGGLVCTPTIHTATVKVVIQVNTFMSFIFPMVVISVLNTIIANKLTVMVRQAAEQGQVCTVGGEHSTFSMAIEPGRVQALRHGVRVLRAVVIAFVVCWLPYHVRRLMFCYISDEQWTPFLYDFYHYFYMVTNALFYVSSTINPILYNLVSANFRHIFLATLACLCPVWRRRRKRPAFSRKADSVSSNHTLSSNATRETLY
KOR beta-arrestin-2: KOR antagonists, beta-arrestin recruitment, cell-based, luminescence, uHTS (AID 1778) | KOR beta-arrestin recruitment, luminescence, antagonist mode; higher % means a stronger effect | inhibition, % at 10 µM, or IC50 in µM where a hit was titrated | actives 0.091% (n = 290,000); note: strong numbers were not always called active
NOD2 inhibition: NOD2 signaling inhibitors, cell-based, luminescence, uHTS, HEK293 (AID 1566) | inhibition, % at 4 µM; hits with a dose series show EC50 in µM | HEK293 NOD2/NF-kB luciferase reporter, luminescence; higher % means a stronger effect | actives 0.63% (n = 290,000); note: many of its hits are not listed in these tables
TNAP activators: human TNAP enzyme activators, primary screen, biochemical, luminescent, no phosphate acceptor, uHTS (AID 1001). purified TNAP, luminescent activation assay, no phosphate acceptor; higher activation fold means a stronger effect. actives 0.03% (n = 200,000). Alkaline phosphatase, tissue-nonspecific isozyme (Homo sapiens). activation fold at 20 µM; hits with a dose series show EC50 in µM; in the data active = activation fold from about 3, or a potency from the dose series; inactive = the rest, 99 in 100 with activation fold below about 1.6; note: many of its hits are not listed in these tables
NOD1 NF-kB reporter: NOD1 signaling inhibitors, primary screen, cell-based, luminescence, uHTS (AID 1578); NOD1-driven NF-kB luciferase reporter cells, luminescence; higher % means a stronger effect; inhibition, % at 4 µM, or EC50 in µM where a hit was titrated; actives 1% (n = 290,000); in the data active = inhibition mostly above about 36%, no sharp cut-off; inactive = mostly below about 34%;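 note: HEK-293T reporter cells stimulated with the NOD1 agonist gamma-tri-DAP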
ER stress rescue: rescue of cells from ER stress-induced death, primary screen, 384-well, CSM14.1, thapsigargin, ATP luminescence (AID 1222); CSM14.1 thapsigargin-induced death rescue, ATP luminescence; higher % means a stronger effect; one-dose cellular ATP content (survival), % at 20 µM; EC50 in µM for titrated hits; 190,000 tested, under 10 active;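 active = EC50 below 50 µM in the dose-response confirmation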;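 note: death triggered by thapsigargin at about 15 µM added after 2 h compound pretreatment; cell ATP read after overnight thapsigargin exposure of roughly 18 to 22 hours; normalized against plate controls of thapsigargin alone and 5% DMSO vehicle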
NTR1 agonist cell count 20 µM: second read-out of NTR1 agonist, no call of its own (marks repeat the call); cell count; measured here: cell count, cytotoxicity flag
Starred values were filed as active, the others as inactive; i = inactive; nt = no result given; [ ] = dose if it differs, or a comment. Cut-off read from the data, not from the text of the source, unless noted: active = inhibition above about 50%; inactive = the rest. Some of the compounds tested; rates above refer to the full screens.

SMILES	GPR55 activation	Yfh1-off respiration	KOR beta-arrestin-1	NTR1 agonist	NTR1 agonist cell count 20 µM	KOR beta-arrestin-2	NOD2 inhibition	TNAP activators	NOD1 NF-kB reporter	ER stress rescue
COc1ccc(CC(=O)NCc2nnc(SCC(=O)Nc3ccccc3)n2C)cc1	-0.1%	i	-6.6%	-1.1	86	5%	-2%	1.1	-30%	-0.1%
O=C(CCN1CCOCC1)NCc1ccccc1	-0.2%	nt	-0.6%	-0.4	64	-13%[20 µM]	-1%	nt	-4%	nt
CCNS(=O)(=O)c1ccc2c(c1)n(C)c(=O)n2C	0.1%	i	-2.3%	-1.5	56	-19%	12%	1	6%	1.1%
CC(C)CC(=O)Nc1cccc(NC(=O)CC(C)C)n1	0.6%	i	3.1%	2.6	50	-13%	13%	1.1	-18%	3.7%
CN(Cc1ccccc1)C(=O)c1[nH]cnc1C(=O)N[C@@H](CCCCNC(=O)OC(C)(C)C)C(=O)OC(C)(C)C	-0.2%	i	-4.1%	1.8	94	-2%	-25%	1	24%	2.4%
Cc1cc(C)c(S(=O)(=O)NC2CC(C)(C)NC(C)(C)C2)cc1Br	-0.1%	nt	-7.0%	-0.2	51	18%[20 µM]	-23%	nt	-33%	nt
COc1ccc(NC(=O)c2c[nH]n3c(=O)cc(C4CCN(C(=O)OC(C)(C)C)CC4)nc23)cc1Cl	0.1%	i	8.5%	1.0	49	-2%	-4%	1.3	-38%	-5.6%
COc1cccc(CNC(=O)CSc2nnc3c(n2)[nH]c2ccccc23)c1	-0.2%	nt	-2.4%	-1.2	50	-4%	17%	nt	9%	nt
CCN(CC)CCn1c(=N)n(CC(O)COc2cccc(C)c2)c2ccccc21 (configuration not stated)	-0.9%	i	nt	1.7	41	nt	-14%	1.1	25%	-3.6%
O=C(CNC(=S)N(Cc1ccccc1)Cc1cccnc1)NCCc1ccccc1	-0.3%	i	-0.8%	-1.0	67	14%	-11%	1.2	-42%	-0.7%
CCOC(=O)CN(C(=O)COc1nc(-c2ccccc2)cc(C)c1C#N)c1cccc(OC)c1	0.2%	i	4.9%	3.8	54	8%	1%	nt	-11%	nt
O=C(Oc1c(Cl)cc(Cl)c2cccnc12)N1CCCCC1	-0.1%	i	-2.7%	1.0	75	9%	16%	1	-1%	nt
O=C(c1ccc(F)cc1)n1c(=S)nc2ccccn21	0.6%	i	5.0%	-0.6	57	5%	-228%	nt	-9%	nt
C/C(=N/NC(=O)CNC(=O)c1ccncc1)c1ccc(Cl)cc1	0.2%	i	nt	1.3	57	-11%	-14%	nt	-2%	nt
CS(=O)(=O)N1CCN(c2ccccc2NC(=O)CSc2nnc(-c3ccco3)o2)CC1	1.2%	i	2.1%	-0.7	53	-46%	1%	1.1	-20%	-3.6%
COc1ccc(CCNC(=O)C(=O)NCC2OCCN2S(=O)(=O)c2ccc(Cl)cc2)cc1OC (configuration not stated)	0.0%	nt	-0.2%	-0.1	60	-20%[20 µM]	41%	nt	-18%	nt
Cc1noc(C)c1C(=O)OCC(=O)c1c(N)n(CC(C)C)c(=O)n(C)c1=O	-0.1%	i	1.2%	-0.5	83	-12%	-10%	1	-28%	-1.2%
Cc1cc(C(C)(C)C)cc(S(=O)(=O)NCCc2ccncc2)c1C	-0.2%	nt	0.5%	-0.7	75	23%	16%	nt	-2%	nt
COC(=O)C1=NN(c2ccccc2OC)C2C(=O)N(c3ccccc3OC)C(=O)C12 (configuration not stated)	-0.2%	i	3.5%	1.2	53	-3%	-6%	1.2	-24%	-0.1%
CCOC(=O)CN1C=C(c2ccc3ccccc3n2)C(C[N+](=O)[O-])c2ccccc21 (configuration not stated)	-0.1%	i	2.8%	-2.3	37	-44%	-3%	1	-34%	0.2%
O=C(N/N=C/c1ccc[nH]1)c1cccc(Br)c1	0.2%	i	8.0%	1.3	51	-15%	12%	1.1	-27%	-4.4%
CC1CN(C(=O)COC(=O)c2cc(Cl)ccc2[N+](=O)[O-])CC(C)O1 (configuration not stated)	0.3%	nt	-0.5%	0.4	58	-7%	10%	nt	-25%	nt
CCc1c(C(C)=O)oc2ccc3c(C)cc(=O)oc3c12	0.0%	i	-1.9%	1.1	61	27%	-2%	nt	0%	nt
CCC(=O)N(C(=O)CC)N1CCN(c2ccncc2S(=O)(=O)N2CCCCC2)CC1	-0.1%	nt	2.3%	1.4	63	28%	-29%	nt	-20%	nt
O=C(Oc1c(Cl)cc(Cl)c2cccnc12)c1cccc([N+](=O)[O-])c1	0.5%	i	-10%	5.2	57	100%*	96%*	1.6	105%*	2.0%
Next section
SMILES	GPR55 activation	Yfh1-off respiration	KOR beta-arrestin-1	NTR1 agonist	NTR1 agonist cell count 20 µM	KOR beta-arrestin-2	NOD2 inhibition	TNAP activators	NOD1 NF-kB reporter	ER stress rescue
Cc1ccc(CSCC(=O)Nc2ccccc2)cc1	0.0%	nt	0.2%	-0.3	60	10%	-24%	nt	-12%	nt
CCOC(=O)CCNC(=O)N1CCCC(CNS(=O)(=O)c2cccs2)C1 (configuration not stated)	-0.2%	i	2.9%	-0.4	49	-13%	14%	1	16%	-1.3%
O=C(NCc1cccnc1)NC(=O)c1ccc(Cl)cc1	-0.1%	nt	4.3%	0.8	71	0%	-3%	nt	-58%	nt
O=C([C@H](Cc1ccccc1)NS(=O)(=O)c1ccc(Cl)cc1)N1CC[C@@]2(O)CCCC[C@H]2C1	-0.1%	i	3.8%	0.0	30	-1%	7%	1.1	20%	-1.5%
Cc1cc(C)n(Cc2nc3ccccc3n2C)n1	-0.1%	i	3.6%	-1.5	46	1%	7%	1.1	-20%	-3.4%
COc1ccccc1C(CC(=O)c1ccccc1)CC(=O)c1ccccc1	-0.5%	i	-2.0%	7.0	55	-16%	-9%	1.1	-21%	0.0%
O=C(NCc1cccs1)C1CCN(S(=O)(=O)c2cccc3nsnc23)CC1	0.0%	i	1.8%	-4.9	86	-20%	8%	1.1	7%	-0.2%
O=C(CSc1nc2ccccc2c(=O)[nH]1)Nc1ccc(S(=O)(=O)N2CCCC2)cc1	0.4%	i	6.2%	0.6	66	-48%	9%	1	15%	-2.5%
COc1ccccc1NC(=O)N1CCCC(C(=O)Nc2cccc(C)c2C)C1 (configuration not stated)	0.2%	i	-1.9%	0.1	71	-22%	4%	1.1	-2%	-0.3%
CCOc1ccc(NS(=O)(=O)c2ccc(C(=O)N3CCN(C(C)=O)CC3)cc2)cc1	0.4%	nt	-2.1%	0.0	61	-13%	30%	nt	-19%	nt
CCOC(=O)c1cc(CC)sc1NC(=O)c1ccc(N2CCOCC2)c([N+](=O)[O-])c1	-0.2%	i	2.0%	2.3	56	-78%	7%	1	-23%	-0.5%
Cc1nnc(SCc2nc3ccccc3[nH]2)s1	-0.1%	i	-1.0%	-1.0	35	7%	-6%	1.1	-26%	-0.5%
c1csc(CNCCN2CCOCC2)c1	0.2%	i	85%	-2.7	57	12%	0%	0.9	16%	-1.2%
O=C1NCC(O)=C1C=NCCCO	0.1%	nt	-5.1%	0.7	60	35%	2%	1.1	-12%	-2.3%
COc1ccc2[nH]c(=O)c(C(c3nnnn3C3CCCC3)N(C)C3CCCCC3)cc2c1 (configuration not stated)	-0.3%	i	-0.9%	1.8	109	2%	1%	1.1	-21%	1.3%
CS(=O)(=O)N(CC(=O)N1CCC(C(N)=O)CC1)c1ccc(Oc2ccccc2)cc1	0.3%	i	-3.7%	-0.3	24	17%	15%	1.1	-8%	0.1%
N#Cc1nc(-c2ccco2)oc1NCc1ccco1	-0.1%	i	-4.6%	0.0	58	41%	6%	1.1	-31%	-2.1%
CC(C)c1cc(C(=O)N/N=C/c2c[nH]c3ccccc23)n[nH]1	-0.1%	i	3.8%	-0.6	44	12%	-8%	nt	-15%	nt
CCCC1=[N+](CC(=O)c2ccc(C)cc2)CCn2cccc21	-0.2%	i	-2.0%	2.9	46	16%	14%	1.1	-31%	-1.2%
O=C(CN1CCCCC1)N/N=C/c1cc2ccccc2nc1Cl	1.4%	i	1.9%	-0.7	40	-33%	-7%	1.1	-25%	-1.6%
Cc1cc(-c2ccccc2)nn1-c1nc2c(c(=O)[nH]c(=O)n2C)n1C	0.0%	nt	8.5%	2.0	51	-14%	2%	0.9	-15%	-1.9%
O=C(NC(=S)NCC1CCCO1)c1ccccc1 (configuration not stated)	-0.3%	i	2.6%	2.7	44	-13%	4%	1.1	1%	-0.9%
c1ccc(COc2ccc(OCCOCCn3cncn3)cc2)cc1	-0.2%	i	0.1%	0.3	66	13%	-60%	1.1	nt	nt
O=S(=O)(c1ccc(NC(=S)NCc2cccnc2)cc1)N1CCCCC1	-0.2%	i	-2.4%	-0.1	52	11%	2%	nt	20%	nt
O=C(c1ccc(Br)o1)N1CCC(Cc2ccccc2)CC1	0.2%	nt	1.6%	-0.7	65	-27%	-3%	nt	-14%	nt
Continued.
SMILES	GPR55 activation	Yfh1-off respiration	KOR beta-arrestin-1	NTR1 agonist	NTR1 agonist cell count 20 µM	KOR beta-arrestin-2	NOD2 inhibition	TNAP activators	NOD1 NF-kB reporter	ER stress rescue
CC(=O)c1ccc([C@@H]2C[C@]34CN(Cc5cccc(C(F)(F)F)c5)S(=O)(=O)[C@H]3C[C@H]2O4)cc1	0.0%	i	1.4%	-3.0	53	2%	-45%	nt	-5%	nt
CCC(CC)C(=O)Nc1nnc(SCC(=O)NC2CC2)s1	-0.2%	nt	2.0%	-0.5	50	-12%	-4%	nt	-20%	nt
COc1ccnc(Oc2cc(Cl)cc(Cl)c2)c1C#N	-0.3%	i	0.6%	1.1	37	-3%	4%	1.1	-11%	3.3%
CN(c1ccccc1)S(=O)(=O)c1cccc2ccccc12	-0.2%	nt	3.3%	0.7	51	-34%[20 µM]	-11%	nt	-20%	nt
O=C(O)C1CCN(S(=O)(=O)c2cccc3nsnc23)CC1	-0.2%	nt	1.1%	-0.5	74	0%	8%	nt	9%	nt
CCCNC(=O)/C=C/C(=O)O	-0.3%	i	-6.4%	0.0	77	-4%	2%	1.1	-24%	-0.6%
CC(C)NC(=O)C(=O)c1cn(C)c2ccccc12	-0.6%	i	-0.3%	-0.8	60	-2%	15%	1.1	-38%	-0.3%
CC[C@@H](C)[C@H](NS(=O)(=O)c1ccc(C)cc1)C(=O)N1CCC(C(=O)NCC(=O)O)CC1	-0.2%	i	-0.8%	-1.6	39	3%	11%	1.1	-6%	0.4%
O=C(NC1CCCC1)C1CCN(C(=O)NCc2ccccc2)CC1	-0.3%	i	-5.5%	1.7	24	16%	8%	1	-23%	-0.3%
O=C(COC(=O)CC1CC2CCC1C2)Nc1cccc(S(=O)(=O)NC2=NCCCCC2)c1 (configuration not stated)	0.2%	i	-5.4%	1.6	53	0%	-20%	1	-14%	-0.8%
O=C(N/N=C/c1ccco1)c1cc2ccccc2o1	1.2%	nt	5.5%	0.6	64	8%	-7%	nt	-22%	nt
